phage Ecoli inh: E. coli growth loss with phage present; AID 651602; growth absorbance; actives 0.26% (n = 360,000); inhibition, % at 11.9 µM; in the data active means inhibition above about 11%
Rtt109 HAT inh: blocks Candida albicans Rtt109/Vps75 acetyltransferase activity; Q5AAJ8; purified Rtt109/Vps75, ThioGlo CoA-SH fluorescence, 4 h; inhibition, % at 34.9 µM; actives 0.16% (n = 330,000);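 active means inhibition of at least 50% in every replicate; inconclusive means best replicate reaches 50% inhibition but some replicates fall short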
Target sequence (Q5AAJ8 whole entry, looked up): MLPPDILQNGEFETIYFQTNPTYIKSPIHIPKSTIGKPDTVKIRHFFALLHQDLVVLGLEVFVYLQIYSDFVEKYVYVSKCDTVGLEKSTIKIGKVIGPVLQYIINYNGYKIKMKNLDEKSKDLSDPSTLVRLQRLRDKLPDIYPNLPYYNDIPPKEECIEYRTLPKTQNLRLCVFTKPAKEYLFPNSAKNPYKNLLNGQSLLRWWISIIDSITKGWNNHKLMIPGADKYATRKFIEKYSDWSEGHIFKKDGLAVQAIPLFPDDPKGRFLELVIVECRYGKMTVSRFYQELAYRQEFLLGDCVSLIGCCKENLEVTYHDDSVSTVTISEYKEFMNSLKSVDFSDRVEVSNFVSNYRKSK
DAGLB inhibitor: blocks human DAGLB lipase activity. HEK293T DAGLB membrane lysate, EnzChek fluorogenic substrate. inhibition, % at 5.17 µM. actives 0.059% (n = 340,000); in the data active means inhibition above about 34%;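 further: 0% = enzyme with vehicle and 100% = wells lacking enzyme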
Target sequence (Q8NCG7 whole entry, looked up): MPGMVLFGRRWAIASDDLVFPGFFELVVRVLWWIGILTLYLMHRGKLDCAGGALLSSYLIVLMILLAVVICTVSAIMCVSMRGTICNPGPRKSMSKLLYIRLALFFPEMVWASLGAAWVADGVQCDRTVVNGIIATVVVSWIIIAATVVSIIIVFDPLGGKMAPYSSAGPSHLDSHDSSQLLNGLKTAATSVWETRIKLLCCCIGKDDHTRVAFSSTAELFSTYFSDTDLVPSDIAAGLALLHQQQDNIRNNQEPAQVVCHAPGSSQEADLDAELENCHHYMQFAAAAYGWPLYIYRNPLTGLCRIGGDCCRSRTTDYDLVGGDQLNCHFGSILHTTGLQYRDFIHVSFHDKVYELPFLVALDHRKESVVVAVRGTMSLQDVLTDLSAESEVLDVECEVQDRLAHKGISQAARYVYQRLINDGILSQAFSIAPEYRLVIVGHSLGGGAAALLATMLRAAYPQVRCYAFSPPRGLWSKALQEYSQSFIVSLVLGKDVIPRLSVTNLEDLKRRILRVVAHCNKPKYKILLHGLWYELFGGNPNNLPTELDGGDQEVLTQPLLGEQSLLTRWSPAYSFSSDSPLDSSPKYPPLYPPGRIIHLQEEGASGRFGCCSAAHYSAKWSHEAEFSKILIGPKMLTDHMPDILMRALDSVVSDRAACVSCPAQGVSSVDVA
PfHsp90 yeast 2: inhibits growth of yeast expressing Plasmodium falciparum Hsp90 | inhibition, % at 9.4 µM | actives 0.32% (n = 310,000) | S. cerevisiae expressing PfHsp90, BacTiter-Glo ATP, 48 h; yeast lacking PDR1 and PDR3 efflux regulators | AID 504621;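 active means every replicate shows inhibition above about 80%, whatever the replicate mean, limit read from the data; inconclusive means mean inhibition reaches the set limit but some replicate falls short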;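 further: 0% = DMSO neutral controls and 100% = 20 µM radicicol positive controls; yeast relying on Plasmodium falciparum Hsp90 in place of its own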
CAL PDZ FP: blocks peptide binding to human CAL PDZ domain | Q9HD26 | purified CAL PDZ, TMR-peptide fluorescence polarization, 1 h | inhibition, % at 20 µM | actives 0.02% (n = 330,000);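 active means highest replicate inhibition of at least 40%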;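 further: plate controls were DMSO neutral control wells for no effect and unlabeled competitor peptide control wells for full effect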
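Control set: unlabelled peptide and DMSO controls / Material: purified CerCALP PDZ construct / Timing: 1 h incubation at room temperature before polarization reading / Doses: 20 µM, one dose / Detection: fluorescence polarization (mP)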
PvdQ acylase: blocks Pseudomonas aeruginosa PvdQ acylase activity. AID 488965. actives 0.063% (n = 340,000). purified PvdQ acylase, fluorescence plate reader. inhibition, % at 10 µM; in the data active means inhibition above about 30%, passing the limit was not always enough; inconclusive means no clear call, values can overlap the other calls;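 further: 0% = vehicle neutral wells and 100% = reference inhibitor wells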
AddAB inh: less growth of phage-infected E. coli with AddAB | E. coli expressing H. pylori AddAB, absorbance growth | inhibition, % at 11.9 µM | actives 0.29% (n = 330,000) | AID 435030; in the data active means inhibition above about 12%;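 further: 0% = vehicle wells of infected cells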
Wnt act: activators of Wnt/beta-catenin signaling; Wnt/beta-catenin reporter cell assay, activator, plate reader; activation, % at 9.35 µM; actives 1.2% (n = 300,000); in the data active means activation above about 30%, passing the limit was not always enough; inconclusive means no clear call, values can overlap the other calls;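 further: 0% = neutral control wells and 100% = positive control wells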
Tat transport: blocks Tat-dependent protein export in E. coli; actives 0.036% (n = 340,000); inhibition, % at 10 µM; E. coli MC4100 TorA-mCherry Tat export, fluorescence;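 active means mean replicate inhibition at least 50% and at least half of replicates individually reaching 50%; inconclusive means only one of the two criteria met; inactive means neither criterion met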;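 further: exported cargo escapes ClpAP degradation while cytoplasmic cargo is degraded and loses fluorescence; 0% = median of neutral control wells and 100% = median of NaSCN control wells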
Ecoli viability: bacterial growth inhibition, counter-screen for AddAB inhibitors | AID 449728 | inhibition, % at 11.9 µM | E. coli V3065 growth, OD600 absorbance, 18 h | actives 0.27% (n = 330,000);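 active means inhibition above the campaign's mean inhibition across all tested compounds plus 3 SD, cut at about 9.9% in these data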;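 further: uninfected addAB+ strain grown without phage in ampicillin broth; 0% = DMSO wells and 100% = ciprofloxacin 0.95 µg/ml wells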
* = called active by the depositor; u = inconclusive; x = not tested or not shown.

SMILES	phage Ecoli inh	Rtt109 HAT inh	DAGLB inhibitor	PfHsp90 yeast 2	CAL PDZ FP	PvdQ acylase	AddAB inh	Wnt act	Tat transport	Ecoli viability
O=C(NC(=S)Nc1ccc(Cl)cc1)c1cncc(Br)c1	2.4	-5	0	-4	0.1	-9	0.8	4	0	-0.8
O=C(CNC(=O)c1ccc(N2C(=O)c3ccccc3C2=O)cc1)OCC(=O)c1cccc2ccccc12	1.2	6	-2	-9	0.6	-4	4.1	x	-3	1.7
Cc1onc(-c2ccccc2Cl)c1C(=O)NCCn1c(C)cc2ccccc21	x	-5	0	-7	0.5	7	-1.3	x	0	0.7
CCN(CC)S(=O)(=O)c1ccc(N2CCOCC2)c(NC(=O)c2cc(C)cc(C)c2)c1	2.0	u	-8	9	-1.4	7	2.7	5	12	1.3
CC1CCCCN1S(=O)(=O)c1ccc(C(=O)N2CCOCC2)cc1 (stereo not given)	0.3	-5	0	-9	0.2	-10	-0.7	0	1	-3.7
CN(C(=O)c1ccc(=O)[nH]c1)C1(C(=O)NC2CCCCC2)CCCCC1	1.8	3	-3	-8	-1.0	-6	1.1	x	-4	-0.7
CCCc1sc(N/N=C/c2ccccn2)nc1-c1ccc(F)cc1	x	-1	-2	124*	0.7	10	2.7	x	11	-1.4
CCN(CC)C(=O)CSc1nc2sc(C)c(C)c2c(=O)[nH]1	4.5	-3	1	-5	-1.6	-21	5.6	x	3	-0.6
Cn1c(=O)oc2cc(S(=O)(=O)NCCc3ccccc3)ccc21	2.7	-5	4	0	x	19	3.8	x	1	1.4
COC1CCN(C(=O)c2ccc(OC3CCN(CCc4ccccc4)CC3)cc2)CC1	5.0	9	-1	29	-0.1	1	-0.6	0	-2	-1.3
CCc1cc(=O)oc2cc(C)c(CN3CCCCC3)c(O)c12	0.5	3	3	-10	-0.5	13	3.6	x	0	0.5
CC(C)N1CCN(Cc2ccc(Sc3nncn3C)o2)CC1CCO (stereo not given)	2.0	-2	-1	10	0.3	5	1.9	0	-1	-1.6
Cc1cc(N2CCCC2)ccc1NC(=O)COc1cccc(C(F)(F)F)c1	3.9	3	-3	6	-0.4	-22	-0.9	-2	-5	-2.1
CCOc1ccc(OCCC(=O)OCC(=O)Nc2ccc(C)c(S(=O)(=O)N3CCCCC3)c2)cc1	0.9	-3	-1	x	-0.4	-10	-0.4	2	11	-0.6
CCN(CC)c1ccc(C=C2C(=O)OC3(CCCCC3)OC2=O)cc1	1.5	3	2	13	0.7	-10	1.2	0	4	-0.1
COc1ccc(Br)cc1CN(C)C(C)C(=O)Nc1cc([N+](=O)[O-])ccc1OC (stereo not given)	-0.2	7	-8	-32	-4.1	-10	-0.5	0	0	1.4
COc1cccc(C2=CC(=O)C(C(C)(C)C)N2C(C)(C)C)c1 (stereo not given)	2.0	7	-9	-29	-0.4	-27	x	-2	1	x
Fc1ccc(NC(=S)N2CCCCC2)cc1	4.3	3	1	7	-1.9	-12	0.2	x	-9	0.0
COc1cc(OC)c2c3c(c(C4CCCCC4)nc2c1)CCCC3	-0.2	8	-3	1	-0.9	-12	x	-4	7	x
CCCN(c1ccccc1F)S(=O)(=O)c1c[nH]c(C(=O)OC)c1	0.0	6	1	-2	-2.4	-18	5.2	-1	2	0.2
O=C1CC2(CCN(C(=O)c3c(F)cccc3Cl)CC2)Oc2ccccc21	3.7	-15	-4	-28	-1.3	-20	0.9	-3	8	2.0
O=c1[nH]c(SCc2cccc(F)c2)nc2c1CCCC2	2.8	x	1	-14	-3.0	8	1.4	-2	3	3.3
Cc1nc2scc(-c3ccccc3)c2c(=O)o1	3.3	8	-1	x	0.1	10	-1.2	5	-11	0.2
COCC1CCCCN1C(=O)c1ccc(OC2CCN(Cc3ccccn3)CC2)cc1 (stereo not given)	2.5	4	2	2	-1.8	-5	1.0	-1	3	3.4
CCNC(=O)COc1cccc(C(=O)NCc2ccccc2)c1	2.8	0	-3	24	-0.9	-10	3.4	x	-12	1.1

(next part)
SMILES	phage Ecoli inh	Rtt109 HAT inh	DAGLB inhibitor	PfHsp90 yeast 2	CAL PDZ FP	PvdQ acylase	AddAB inh	Wnt act	Tat transport	Ecoli viability
Cc1ccc(NC(=O)CCNC(=O)Cn2ccc3ccccc3c2=O)cc1F	0.7	1	-1	10	-0.8	-21	4.4	-2	2	-0.4
COc1ccccc1-c1nc(C#N)c(N2CCc3ccccc3C2)o1	3.6	16	-13	10	0.2	-13	1.1	-2	8	2.0
O=C(COc1ccccc1/C=C\c1[nH]c(=O)[nH]c(=O)c1[N+](=O)[O-])Nc1ccccc1	2.7	10	12	0	-0.5	6	-2.3	7	-12	-1.7
COc1ccccc1OCc1nnc(SCCN2CCOCC2)o1	1.1	1	-2	3	-0.1	-8	-0.7	x	-7	0.2
Cc1ccc(S(=O)(=O)C(CCC(=O)N2CCOCC2)S(=O)(=O)c2ccc(C)cc2)cc1	1.9	12	-1	x	0.7	4	-0.3	x	-2	-1.7
CN(CCCC(=O)NCCc1ccccc1)S(=O)(=O)c1ccc([N+](=O)[O-])cc1	-4.3	-13	-2	-1	-0.6	-11	-1.5	0	3	0.6
O=C(C[C@H]1C[C@H](C(=O)N2CCOCC2)[C@@]2(CCC3CCCC3)c3[nH]c4ccc(Cl)cc4c3CCN2C1=O)NCC12CC3CC(CC(C3)C1)C2	2.6	0	-1	-7	1.2	4	-1.2	0	-1	-4.6
COc1ccc(C(CC(=O)NCCCN2CCOCC2)NS(=O)(=O)c2ccc(C)cc2)cc1 (stereo not given)	2.2	-14	-3	-2	-1.1	-8	1.2	-2	1	-2.5
CCC1Sc2ccc(S(=O)(=O)CCC(=O)Nc3ccc(NC(C)=O)cc3)cc2NC1=O (stereo not given)	1.2	7	2	35	-3.0	-17	4.9	0	3	-1.0
FC(F)(F)c1ccc(CSc2nccn2-c2ccccc2)cc1	2.0	2	-4	16	-0.8	1	4.0	-1	7	-0.4
COc1ccc(C(=O)CSc2nc3nc(C)cc(C)n3n2)cc1OC	0.3	x	-1	4	-2.2	-17	-0.6	-2	8	-0.2
Cc1cccc(/C(N)=N/OC(=O)c2ccc(F)cc2)c1	1.1	-2	-8	20	0.0	-9	3.8	29	-4	0.8
Cc1cc(=O)nc2c3ccccc3n(CC(=O)NCCCN3CCCCC3C)n12 (stereo not given)	0.6	-4	1	4	-1.9	-12	4.2	-3	-12	-0.6
CC(=O)c1c(N2CCN(C)CC2)nc(=S)n(Cc2ccccc2)c1C	2.6	2	4	12	-0.9	3	2.8	-2	-10	1.7
COc1cccc(C(=O)NCC(=O)OCC(=O)c2ccccc2)c1	2.9	-3	0	-8	0.1	-2	-1.7	4	-4	-0.8
O=C(NCCCn1ccnc1)C1CCCN(S(=O)(=O)c2cc(Cl)ccc2Cl)C1 (stereo not given)	1.8	-3	0	31	-3.0	-16	3.0	-5	-3	-1.5
CC(=O)c1c(C)nc(-c2ccc(OCC(=O)Nc3cccc(C)c3C)cc2)n1O	-0.1	2	3	8	-1.2	-6	3.0	-1	-1	0.9
COC(=O)c1ccc2c(=O)n(CCCCCC(=O)NCc3ccccn3)c(=O)[nH]c2c1	1.1	22	0	-17	-2.3	-2	-0.1	1	0	0.7
CN(Cc1ccccc1)C(=O)COC(=O)c1ccc2c(c1)OCO2	2.0	-10	-5	-1	1.3	-7	1.7	-4	7	-4.4
O=C1c2ccccc2/C(=C\c2ccc3[nH]ccc3c2)N1c1ccccc1	1.9	-7	5	9	0.0	-9	0.4	26	8	0.4
COc1ccc(CCNC(=O)C2CCCN(c3nc4ccccc4s3)C2)cc1OC (stereo not given)	1.3	-1	2	11	-3.0	-18	4.0	5	0	0.9
Cc1cccc(NC(=S)NC(=O)c2ccc(Br)o2)c1C	1.6	-8	-2	14	-3.2	-4	1.2	-1	14	1.1
O=C(COC(=O)/C=C/c1ccc(Cl)cc1Cl)NCC1CCCO1 (stereo not given)	2.6	0	-8	-19	-1.4	3	1.3	1	5	1.0
CCCCCCNC(=O)N[C@H](C(=O)NCCC[C@H]1CN2C(=NC[C@H]2C)N1CCC(c1ccccc1)c1ccccc1)C(C)O (stereo not given in full)	x	-6	1	4	0.0	-14	-2.6	x	5	-2.1
Cc1cccc(/C=N\N=C\c2cccc(C)c2)c1	1.3	28	-11	10	-2.6	6	0.8	3	-4	1.8

Two of these compounds in another layout:
Results follow in this order: phage Ecoli inh	Rtt109 HAT inh	DAGLB inhibitor	PfHsp90 yeast 2	CAL PDZ FP	PvdQ acylase	AddAB inh	Wnt act	Tat transport	Ecoli viability
O=C(C[C@H]1C[C@H](C(=O)N2CCOCC2)[C@@]2(CCC3CCCC3)c3[nH]c4ccc(Cl)cc4c3CCN2C1=O)NCC12CC3CC(CC(C3)C1)C2
    2.6	0	-1	-7	1.2	4	-1.2	0	-1	-4.6
COc1ccc(C(CC(=O)NCCCN2CCOCC2)NS(=O)(=O)c2ccc(C)cc2)cc1 (stereo not given)
    2.2	-14	-3	-2	-1.1	-8	1.2	-2	1	-2.5

Next section
SMILES	phage Ecoli inh	Rtt109 HAT inh	DAGLB inhibitor	PfHsp90 yeast 2	CAL PDZ FP	PvdQ acylase	AddAB inh	Wnt act	Tat transport	Ecoli viability
O=C1CCN(Cc2ccccc2)C(=O)N1c1ccccc1	2.2	10	-1	5	-1.2	-5	2.7	1	1	-0.5
O=C(O)CNS(=O)(=O)c1cccc2nsnc12	2.6	-1	-2	-10	-0.4	2	3.6	-1	-5	0.2
O=C(N/N=C/c1ccc(Cl)cc1Cl)c1n[nH]c2c1CCCC2	2.9	-4	0	-1	-1.7	3	2.7	x	1	1.6
C[C@@H]1[C@H]2CCCC[C@H]2CN(C(=O)OC(C)(C)C)[C@@H]1c1cn(Cc2ccccc2)c2ccc(F)cc12	4.7	-6	-15	-1	1.1	-17	-0.6	-3	0	-0.2
CN(C)c1ccc(/C=N/NC(=O)c2ccc(CN3CCOCC3)cc2)cc1Br	-0.3	2	x	-15	-4.8	-3	1.6	-1	3	-0.6
COc1cccc(-c2noc(CCC(=O)N3CCN(c4cc(C)ccc4C)CC3)n2)c1	1.4	2	-8	-2	-0.3	4	0.7	-1	4	0.0
CCNc1nc(SCCOc2ccc(C)cc2)nc(N(C)C)n1	-2.3	-12	-15	-7	-3.4	-13	0.7	x	u	-1.9
CCc1nnc(NC(=O)[C@@H](NC(=O)c2cccc(C)c2)C(C)C)s1	0.2	7	0	-10	1.0	1	3.9	-1	10	-1.6
Cc1cccc(OC(C)C(=O)N(Cc2cccs2)C2CCS(=O)(=O)C2)c1C (stereo not given)	1.9	9	1	-50	-0.1	6	2.6	x	0	-0.9
Cc1ccnc(NC(=O)CCC(=O)N(CC(=O)NC2CCCCC2)c2cccc(C)c2C)c1	2.7	9	0	1	1.0	-7	3.2	2	6	-1.0
Cc1csc2ncc(C(=O)N3c4ccccc4CC3C)c(=O)n12 (stereo not given)	1.9	2	1	11	-0.3	4	0.0	6	-2	1.6
Cc1ccc(/C=C2\SC(=S)N(CCCC(=O)Nc3cc(C)on3)C2=O)cc1	3.9	-6	0	-2	-1.1	3	-0.8	1	2	-0.5
Cc1ccc(C(=O)NCCSc2c(C)[nH]c3ccccc23)cc1[N+](=O)[O-]	3.5	4	-1	11	-0.1	-7	2.0	-5	4	-1.5
Cc1ccc(S(=O)(=O)N2CCN(S(=O)(=O)c3c(C)n[nH]c3C)CC2)cc1C	0.1	-11	0	2	0.6	-13	1.9	-4	-6	1.2

Screens (PubChem BioAssay)
